RGS4 pot: RGS4 potentiation or activation | HEK293 M3R/inducible RGS4, carbachol calcium flux Fluo4; stronger effect = lower value | B-score at 10 µM | 310,000 compounds, 0.92% hits;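 active = B-score of the integrated calcium signal more than 4 SD below the library mean, with starting fluorescence not abnormally high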;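 also: negative B-score means reduced calcium response which marks RGS4 activation or potentiation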
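test system = M3R-expressing HEK293 line, RGS4 induced by doxycycline | probe or stimulus = carbachol at ECmax as muscarinic agonist stimulus | timing = dye loading 30 min 37 °C, buffer rest 30 min RT | signal = calcium dye Fluo4 fluorescence | evaluation = B score from integrated fluorescence ratio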
GSK3B inh: inhibitors of human GSK3beta kinase. activity score (negative = inhibition), % at 10 µM. 300,000 compounds, 0.038% hits. GST-GSK3beta kinase, ADP-Glo luminescence, 60 min; stronger effect = lower value. P49841;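 active = more than half of replicate wells score below -50%, meaning over 50% inhibition versus plate controls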;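 also: 0% = median DMSO wells and -100% = median GW8510 positive control wells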
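test system = GST-tagged human GSK3beta kinase, cell-free | reagent = 25 µM ATP with peptide substrate | dosing = one dose of 10 µM per compound | schedule = 60 min reaction, RT | detection = luminescent ADP-Glo measurement of ADP formed | control set = DMSO neutral wells and GW8510 at 20 µM as positive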
DYRK1A inh: Dyrk1A (rat) kinase inhibition. ADP-Glo luminescence, NFATc1 peptide. inhibition, % at 12.5 µM. AID 504441. 310,000 compounds, 0.43% hits; in the data active = inhibition above about 50%;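 also: plate controls were vehicle with enzyme for no effect and no enzyme for full effect; many of its hits are not listed in these tables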
KCNQ1 act: potentiates or activates the human KCNQ1 potassium channel | CHO-K1 KCNQ1, thallium flux FluxOR fluorescence; stronger effect = higher value | 310,000 compounds, 0.35% hits | P51787 | B-score at 10 µM;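 active = fluorescence ratio B-score, a plate-corrected score, at least three library SD, with initial intensity B-score within 5 SD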
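Schedule – 37 °C overnight plating, 90-min dark dye load, 20-min compound pretreatment · System – stable KCNQ1 CHO-K1 line · Probe or stimulus – thallium- and potassium-containing depolarizing buffer · Measured by – kinetic FluxOR fluorescence, 10 s baseline plus 110 s post-stimulus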
hERG protect: shields human hERG channel from block by proarrhythmic agents. Q12809. CHO-hERG, FluxOR thallium flux, dofetilide IC70 present. activation (rescue from dofetilide block), less the hit threshold, % at 10 µM. 310,000 compounds, 0.51% hits;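 active = activation above the mean of controls blocked by dofetilide plus 5 SD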;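 also: thallium influx through hERG after potassium depolarization seen as dye fluorescence rise; in these data hits start at about 4.7%; inactives centre near -7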
KCNK3 inh: human KCNK3 channel inhibition, primary screen; O14649; CHO-KCNK3 thallium flux, FluxOR fluorescence; stronger effect = lower value; B-score at 10 µM; 340,000 compounds, 0.84% hits; AID 602410;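 active = B-score under library mean minus 4 SD, starting fluorescence ratio at most library mean plus 5 SD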;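 also: more negative B-score means stronger inhibition of thallium flux through KCNK3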
Target sequence (O14649 whole entry, looked up): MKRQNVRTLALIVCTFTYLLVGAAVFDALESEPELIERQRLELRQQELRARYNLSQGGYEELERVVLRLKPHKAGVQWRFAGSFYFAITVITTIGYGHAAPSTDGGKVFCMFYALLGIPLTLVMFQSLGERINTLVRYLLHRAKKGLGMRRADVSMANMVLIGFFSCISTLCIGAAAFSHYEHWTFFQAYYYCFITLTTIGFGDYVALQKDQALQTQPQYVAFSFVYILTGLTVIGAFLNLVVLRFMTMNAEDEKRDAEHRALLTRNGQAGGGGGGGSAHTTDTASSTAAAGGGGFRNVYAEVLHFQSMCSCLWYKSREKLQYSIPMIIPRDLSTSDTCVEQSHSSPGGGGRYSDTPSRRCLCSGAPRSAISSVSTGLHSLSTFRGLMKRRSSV
KCNQ1 inh: inhibitors of human KCNQ1 potassium channel. CHO-K1 KCNQ1, FluxOR thallium flux fluorescence; stronger effect = higher value. B-score at 10 µM. P51787. 310,000 compounds, 1.3% hits;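 active = compounds whose thallium flux B-score, printed positive for inhibition, exceeds three library SD while starting fluorescence stays within three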;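 also: channel opened by potassium depolarization with thallium stimulus after 20 min compound exposure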
RGS4 block: inhibitors of human RGS4 | P49798 | HEK293 M3R/RGS4 inducible, Fluo-4 calcium flux; stronger effect = higher value; triggered by carbachol at its EC20 | B-score at 10 µM | 310,000 compounds, 0.45% hits | AID 463165;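 active = B-score, a plate-corrected calcium signal, over three deviations above library mean, with baseline fluorescence within five deviations of library mean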;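 also: RGS4 expression induced by doxycycline in cells with stable M3 receptor; B-score is computed from the integrated fluorescence ratio over baseline after carbachol; higher B-score means a larger calcium signal and so more RGS4 inhibition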
Target sequence (P49798 whole entry, looked up): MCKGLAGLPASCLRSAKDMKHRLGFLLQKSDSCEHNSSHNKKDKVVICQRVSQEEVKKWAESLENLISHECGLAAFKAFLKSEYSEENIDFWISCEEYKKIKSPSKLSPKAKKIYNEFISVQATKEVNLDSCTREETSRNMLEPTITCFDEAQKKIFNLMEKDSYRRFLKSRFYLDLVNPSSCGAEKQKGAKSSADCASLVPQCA
GSK3 alpha inh: human GSK-3 alpha kinase inhibition; ADP-Glo luminescence, 60 min; P49840; inhibition, % at 10 µM; 320,000 compounds, 0.1% hits;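 in the data active = inhibition above about 50%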;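 also: GST-tagged GSK-3 alpha with peptide substrate and 25 µM ATP; 0% = DMSO neutral wells and 100% = GW8510 positive control wells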
Target sequence (P49840 whole entry, looked up): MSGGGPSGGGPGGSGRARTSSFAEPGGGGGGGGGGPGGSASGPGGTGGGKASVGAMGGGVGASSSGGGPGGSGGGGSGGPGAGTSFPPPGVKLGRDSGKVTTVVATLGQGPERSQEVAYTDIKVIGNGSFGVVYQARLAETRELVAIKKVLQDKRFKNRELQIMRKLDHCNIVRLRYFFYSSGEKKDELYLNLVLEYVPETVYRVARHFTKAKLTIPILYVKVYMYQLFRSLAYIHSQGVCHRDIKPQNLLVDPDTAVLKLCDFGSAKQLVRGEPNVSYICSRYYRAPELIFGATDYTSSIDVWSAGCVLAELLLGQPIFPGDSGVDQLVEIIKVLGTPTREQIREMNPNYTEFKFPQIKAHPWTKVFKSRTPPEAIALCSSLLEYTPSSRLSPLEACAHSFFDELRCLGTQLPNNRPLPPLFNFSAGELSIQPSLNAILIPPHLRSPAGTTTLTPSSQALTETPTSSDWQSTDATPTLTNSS
KCNK9 inh: human KCNK9 channel inhibition; HEK293 KCNK9, FluxOR thallium flux fluorescence; stronger effect = lower value; B-score at 10 µM; 310,000 compounds, 1.2% hits; AID 488922;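 active = ratio B-score over 3 SD below the library mean, with starting fluorescence within 5 SD of its mean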;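 also: negative B-score means less thallium flux so channel inhibition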
PolyA inhibitor: yeast polyadenylation inhibition | S. cerevisiae SKY197-pL101 polyadenylation reporter, beta-gal luminescence; efflux-impaired pdr1/pdr3 knockout yeast; score 100 = 6 SD above DMSO | calls only at 12 µM | 300,000 compounds, 0.02% hits | AID 1875;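 active = lowest replicate activity score at least 50, where 100 means six control SD above control mean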;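 also: yeast exposed to compound for 9 h at 30 °C; higher score means more reporter readthrough which indicates perturbed polyadenylation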
* hit, by the source's call; i = inactive; · = not tested or not shown.

Start of the data: the first 3 compounds (preview)
SMILES	RGS4 pot	GSK3B inh	DYRK1A inh	KCNQ1 act	hERG protect	KCNK3 inh	KCNQ1 inh	RGS4 block	GSK3 alpha inh	KCNK9 inh	PolyA inhibitor
COc1cc2cc(C(c3nnnn3C3CCCC3)N3CCCCCC3)c(=O)[nH]c2cc1OC (stereo not given)	i	-6	-1	i	-13	i	i	i	2	i	i
COc1ccc(OC)c(C(=O)NC(CC(N)=O)c2ccc(NCC3CC3)c([N+](=O)[O-])c2)c1 (stereo not given)	i	-3	-5	i	-7	i	i	i	-1	i	·
CSC1=NCCN1C(=O)c1c(F)cccc1F	i	-11	-4	i	-5	i	i	i	-2	i	i

The list itself, from the first entry:
SMILES	RGS4 pot	GSK3B inh	DYRK1A inh	KCNQ1 act	hERG protect	KCNK3 inh	KCNQ1 inh	RGS4 block	GSK3 alpha inh	KCNK9 inh	PolyA inhibitor
COc1cc2cc(C(c3nnnn3C3CCCC3)N3CCCCCC3)c(=O)[nH]c2cc1OC (stereo not given)	i	-6	-1	i	-13	i	i	i	2	i	i
COc1ccc(OC)c(C(=O)NC(CC(N)=O)c2ccc(NCC3CC3)c([N+](=O)[O-])c2)c1 (stereo not given)	i	-3	-5	i	-7	i	i	i	-1	i	·
CSC1=NCCN1C(=O)c1c(F)cccc1F	i	-11	-4	i	-5	i	i	i	-2	i	i
CC(=O)N1N=C(c2ccccc2)CC1c1ccccc1 (stereo not given)	i	-1	-2	i	-6	i	i	i	0	i	i
COc1ccc(-c2csc(N3C(=N)SCC3=O)n2)cc1	i	1	-6	i	-14	i	i	i	-2	i	i
O=C(O)CCN1C(=O)C2C3c4ccccc4C(c4ccccc43)[C@@H]2C1=O (stereo not given in full)	i	0	5	i	-8	i	i	i	-3	i	i
Cc1ccccc1S(=O)(=O)Cc1ccc(C(=O)NCCN(C)Cc2ccccc2)o1	i	1	1	i	-4	i	i	i	2	i	i
N/C(=N\c1nc2ccccc2o1)NC(=O)/C=C/c1ccccc1	i	1	10	i	-5	i	i	i	-1	i	i
CCC(C)(C)n1nnnc1C(c1ccncc1)N1CCC(C)CC1 (stereo not given)	i	2	9	i	-8	i	i	i	0	i	i
Cc1cccc(N2Cc3ccccc3C2=NC(=O)c2ccc(Cl)nc2)c1	i	-4	-3	i	-8	i	i	i	·	i	i
CCCCOc1ccc(C(=O)Nc2ccc(CN3CCOCC3)cc2)cc1	i	2	11	i	-5	i	i	i	4	i	i
O=C(COC(=O)c1ccccc1O)Nc1cccnc1Cl	i	2	-3	i	-9	i	i	i	-1	i	i
C/C(=C\C(=O)c1ccccc1)NNC(=O)c1ccc(Cl)cc1	i	-2	-1	i	6.5*	i	i	i	0	i	i
COc1cc(OC)cc(C(=O)N2CCN=C2SCc2cccnc2)c1	i	0	-5	i	1	i	i	i	1	i	i
O=C(NCCCN1CCCC1=O)C1CCN(S(=O)(=O)c2c(Cl)cccc2Cl)CC1	i	0	7	i	-10	i	i	i	0	i	i
CCCCC1CCC(C(=O)N(CC(C)C)c2c(N)n(CCCC)c(=O)[nH]c2=O)CC1 (stereo not given)	i	1	15	i	-15	i	i	i	0	i	i
CCN(CC)CC(C)OC(=O)c1cc(OC)c(OC)c(OC)c1 (stereo not given)	i	1	-3	i	-16	i	i	i	0	i	i
Cc1ccc(CCN2CC(C(=O)NCCC(C)C)CC2=O)cc1 (stereo not given)	i	5	0	i	-6	i	i	i	-8	i	i
CC(C)Oc1ccc2c(c1)OC(c1ccccc1)(C(F)(F)F)NC2=O (stereo not given)	i	2	5	i	-5	i	i	i	·	i	i
COc1ccc(S(=O)(=O)n2nc(OC(=O)c3ccccc3)cc2N)cc1	i	0	6	i	-12	i	i	i	2	i	i
CCC(C)NC(=O)CN(c1ccc(Cl)c(Cl)c1)S(C)(=O)=O (stereo not given)	i	1	4	i	-5	i	i	i	1	i	i
O=C(Nc1nc(-c2ccccc2)cs1)c1cccs1	i	-1	16	i	-13	i	i	i	2	i	i
CN(C)CCNC(=O)C(=O)NCC1OCCN1S(=O)(=O)c1ccc([N+](=O)[O-])cc1 (stereo not given)	i	0	-7	i	-6	i	i	i	-2	i	i
CN(CC(=O)Nc1cccc(S(=O)(=O)NC2=NCCCCC2)c1)Cc1ccc(C(C)(C)C)cc1	i	2	7	i	-19	i	i	i	0	i	i
CCn1cc(CCC(=O)NC2CCCC2)c2ccccc21	i	0	-2	i	-5	i	i	i	1	i	i

The list continues.
SMILES	RGS4 pot	GSK3B inh	DYRK1A inh	KCNQ1 act	hERG protect	KCNK3 inh	KCNQ1 inh	RGS4 block	GSK3 alpha inh	KCNK9 inh	PolyA inhibitor
Cc1ccc(CNC(=O)C2CCN(S(=O)(=O)N3CCCC3)CC2)cc1	i	2	-1	i	-3	i	i	i	-5	i	i
CCOC(=O)c1c(NC(=O)c2ccn(CC)n2)sc2c1CCCC2	i	-2	5	i	-11	i	i	i	0	i	i
COc1cccc(C(NC(C)=O)c2ccc3cccnc3c2O)c1 (stereo not given)	i	·	-5	i	1	i	i	i	-4	i	i
COc1cc(/C=C2\C(=N)N3N=C(C)SC3=NC2=O)cc(OC)c1OCCOc1ccccc1C	i	3	1	i	-1	i	i	i	-2	i	·
Cc1ccc(S(=O)(=O)N2c3cc(C)ccc3OCC2C(C)(C)C)cc1 (stereo not given)	i	1	4	i	-10	i	i	i	-3	i	i
Cc1cc2nccc(-c3ccncc3)n2n1	i	3	8	i	-5	i	i	i	-3	i	i
CCCCN(C)C(=S)Nc1ccsc1C(=O)OC	i	1	1	i	-14	i	i	i	10	i	i
Cn1c(C(=O)c2ccccc2[N+](=O)[O-])nc2ccccc21	i	2	17	i	-7	i	i	i	5	i	i
CCc1ccccc1NC(=O)NC1CC2CCC(C1)N2Cc1ccco1 (stereo not given)	i	1	0	i	-10	i	i	i	0	i	i
CSc1nc(-c2ccccc2)cc(C(F)(F)F)c1C#N	i	3	5	i	-2	i	i	i	-3	i	i
NS(=O)(=O)c1ccc(NC(=S)NNC(=O)CCC(=O)Nc2ccccc2Cl)cc1	i	-1	0	i	0	i	i	i	2	i	i
CN(Cc1ccc(O)cc1)C1CCCCC1	i	0	-1	i	-11	i	i	i	-4	i	i
Cc1ccc(OCc2nnc(SCC(=O)NCc3ccccc3)n2C)cc1	i	-1	-1	i	-4	i	i	i	1	i	i
CC(=O)Nc1ccc(NC(=O)c2cccc(C(=O)OC(C)C)n2)cc1	i	-3	6	i	-9	i	i	i	1	i	i
CCOC(=O)C1=C(C)N(C)C(=O)NC1c1c(C)nn(-c2ccccc2)c1C (stereo not given)	i	-2	4	i	-10	i	i	i	-2	i	i
CCn1c(SCC(=O)Nc2cc(C)on2)nnc1-c1ccc(C)cc1	i	-1	1	i	-5	i	i	i	-2	i	i
CCCCOc1ccc2c(c1)/C(=C(\C(Cl)=C(Cl)Cl)[N+](=O)[O-])N2	i	0	0	i	-14	i	i	i	-1	i	i
COc1ccc(-c2nn(C)c(=O)c3ccccc23)cc1NS(C)(=O)=O	i	1	0	i	-5	i	i	i	5	i	i
CCOC(=O)c1c(-c2ccccc2)oc2ccc(OC(C)=O)cc12	i	1	9	i	-9	i	i	i	-1	i	i
Nc1nnc(SCCOc2cccc(Br)c2)s1	i	-2	-1	i	-8	i	i	i	-4	i	i
COc1ccc(C(=O)Oc2c(OC)cc(C(=S)N3CCOCC3)cc2OC)cc1	i	4	1	i	-3	i	i	i	-3	i	i
COc1cc(OC)c(OC)cc1CNCCNC(=O)c1ccco1	i	-1	-4	i	-3	i	i	i	-2	i	i
COc1ccc(C(=O)NC2CC2)cc1OC1CCN(Cc2ccccc2O)CC1	i	-1	-2	i	-6	i	i	i	-3	i	i
Cc1oc(CSCC2CCCO2)cc1C(=O)O (stereo not given)	i	1	-1	i	-1	i	i	i	1	i	i
CCOc1ccccc1OCCC(=O)OCC(=O)Nc1c(C)cc(C)cc1C	i	-2	-1	i	-9	i	i	i	-2	i	i

Continuation:
SMILES	RGS4 pot	GSK3B inh	DYRK1A inh	KCNQ1 act	hERG protect	KCNK3 inh	KCNQ1 inh	RGS4 block	GSK3 alpha inh	KCNK9 inh	PolyA inhibitor
COc1cc(NC(=O)COC(=O)CSc2cc(C)ccc2C)c(C)cc1[N+](=O)[O-]	i	1	2	i	-8	i	i	i	0	i	i
CCCNc1nc(Nc2ccc(C)cc2)nc(N2CCCC2)n1	i	-5	-7	i	-16	i	i	i	-1	i	i
COc1ccccc1N1CCN(C(=O)C2CC(=O)N(c3ccccc3)C2)CC1 (stereo not given)	i	2	-1	i	-5	i	i	i	-3	i	i
O=C(CCc1c[nH]c2ccccc12)N[C@@H](Cc1c[nH]c2ccc(O)cc12)C(=O)O	i	1	-6	i	2	i	i	i	-5	i	i
CC(C)CN(C(=O)COC(=O)Cc1c[nH]c2ccccc12)C1CCS(=O)(=O)C1 (stereo not given)	i	-4	-8	i	-13	i	i	i	0	i	i
O=[N+]([O-])c1cc(S(=O)(=O)/N=C(/c2ccccc2)N2CCOCC2)ccc1Cl	i	-4	1	i	-2	i	i	i	·	i	i
CC1(c2nnc(Cc3ccccc3)o2)CC(c2ccc(Br)cc2)=NO1 (stereo not given)	i	2	6	i	-1	i	i	i	-3	i	i
Cc1ccc([N+](=O)[O-])c(OCc2ncc(Cl)n2C)c1	i	-5	1	i	-4	i	i	i	0	i	·
C=Cn1c(C(=O)O)ccc1-c1ccc(CC)cc1	i	6	-7	i	-3	i	i	i	-4	i	i

Five structures out of the list, sorted by number of heavy atoms, descending.
SMILES	RGS4 pot	GSK3B inh	DYRK1A inh	KCNQ1 act	hERG protect	KCNK3 inh	KCNQ1 inh	RGS4 block	GSK3 alpha inh	KCNK9 inh	PolyA inhibitor
COc1cc(NC(=O)COC(=O)CSc2cc(C)ccc2C)c(C)cc1[N+](=O)[O-]	i	1	2	i	-8	i	i	i	0	i	i
COc1ccccc1N1CCN(C(=O)C2CC(=O)N(c3ccccc3)C2)CC1 (stereo not given)	i	2	-1	i	-5	i	i	i	-3	i	i
CCCNc1nc(Nc2ccc(C)cc2)nc(N2CCCC2)n1	i	-5	-7	i	-16	i	i	i	-1	i	i
Cc1ccc([N+](=O)[O-])c(OCc2ncc(Cl)n2C)c1	i	-5	1	i	-4	i	i	i	0	i	·
C=Cn1c(C(=O)O)ccc1-c1ccc(CC)cc1	i	6	-7	i	-3	i	i	i	-4	i	i

Screens (PubChem BioAssay)

The list is partial. The share of hits here may be higher or lower than overall.
